JMJD2C inh = human JMJD2C demethylase inhibition; Q9H3R0; GST-JMJD2C(1-420) H3K9me3 demethylation, DELFIA europium; inhibition, % at 2.35 µM; 330,000 tested, 0.069% active; AID 2099;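 active = more than half of a compound's replicate wells show inhibition beyond 50%, single wells judged on their own value; inconclusive = some, but no more than half, of replicates pass 50% inhibition; inactive = no replicate passes 50% inhibition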;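 also: signal counts dimethyl H3K9 product captured on neutravidin plate; 0% = median of DMSO wells and 100% = 0.3 times that DMSO median; strong numbers were not always called active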
Target sequence (Q9H3R0 1-420 limits assumed): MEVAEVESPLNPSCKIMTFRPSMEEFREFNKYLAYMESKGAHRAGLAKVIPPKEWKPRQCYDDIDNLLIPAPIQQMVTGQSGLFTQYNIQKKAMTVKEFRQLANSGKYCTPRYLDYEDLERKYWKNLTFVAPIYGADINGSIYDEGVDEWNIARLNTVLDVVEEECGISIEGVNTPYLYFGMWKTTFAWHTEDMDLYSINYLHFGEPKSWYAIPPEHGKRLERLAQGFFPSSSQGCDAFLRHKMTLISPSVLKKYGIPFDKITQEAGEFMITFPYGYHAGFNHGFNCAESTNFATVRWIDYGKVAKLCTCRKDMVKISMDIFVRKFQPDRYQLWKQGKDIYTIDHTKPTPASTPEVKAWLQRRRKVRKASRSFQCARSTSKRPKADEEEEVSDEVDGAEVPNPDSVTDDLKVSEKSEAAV
LAP4-GFP MLPCN = yeast TOR pathway LAP4-GFP modulation | AID 2023 | GFP response vs DMSO, % at 10 µM | S. cerevisiae LAP4-GFP multiplex, flow cytometry GFP, 3 h; median GFP as percent of DMSO wells | 320,000 tested, 0.34% active;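 active = GFP response vs DMSO above a set limit, about the screen mean plus 3 SD, cut at about 150% in these data; inconclusive = under 70 cell events counted for the yeast strain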
AHR activator = activators of human aryl hydrocarbon receptor. P35869. 320,000 tested, 2.5% active. AHR-responsive luciferase reporter cells, luminescence. activation, % at 5 µM. AID 2796; in the data active = activation above about 47%;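 also: 0% = vehicle wells and 100% = reference agonist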
RPL19A TOR yeast = alters RPL19A-GFP fluorescence in TOR pathway yeast screen; percent response vs DMSO, % at 10 µM; AID 2025; 330,000 tested, 0.3% active; S. cerevisiae RPL19A-GFP strain, flow cytometry, 3 h; hits give low values;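 active = percent response vs DMSO below 50%; inconclusive = fewer than 70 events counted for the yeast strain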;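 also: median channel GFP fluorescence of the barcoded RPL19A-GFP strain; ratio of sample median GFP to plate DMSO average so 100% = DMSO; lower means less RPL19A-GFP as with rapamycin TOR inhibition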
Yeast superoxide = lowers age-related superoxide in aged yeast cells; S. cerevisiae aged cells, superoxide DHE fluorescence; hits give low values; 330,000 tested, 0.18% active; superoxide response (% of plate mean), % at 10 µM;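 active = superoxide response under a set limit, about three screen SD below normal, cut at about 65% in these data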;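 also: yeast aged for seven days with compound at 30 °C before DHE staining; 100% = average MFI of all compound-treated wells on the plate with controls excluded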
MEP2 TOR yeast = yeast TOR pathway MEP2-GFP modulation | S. cerevisiae MEP2-GFP strain, flow cytometry GFP, 3 h; 100% = DMSO control level | GFP response vs DMSO, % at 10 µM | 330,000 tested, 0.51% active | AID 2016;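 active = GFP response versus DMSO above a set limit, roughly screen mean plus 3 SD, cut at about 180% in these data; inconclusive = fewer than 70 cells counted for a yeast strain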;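 also: median GFP fluorescence of the barcode-gated MEP2-GFP cells per well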
proCasp3 act = activators of human procaspase-3. AID 463141. P42574. 330,000 tested, 0.11% active. recombinant procaspase-3 D3A, Ac-DEVD-pNA absorbance 405 nm. activation, % at 8.5 µM;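 active = activation above the mean of all tested compounds plus 3 SD, cut at about 21% in these data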;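 also: 0% = DMSO alone and 100% = DMSO wells spiked with extra 5 µM PC-3 D3A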
Target sequence (P42574 whole entry D9A/D28A/D175A): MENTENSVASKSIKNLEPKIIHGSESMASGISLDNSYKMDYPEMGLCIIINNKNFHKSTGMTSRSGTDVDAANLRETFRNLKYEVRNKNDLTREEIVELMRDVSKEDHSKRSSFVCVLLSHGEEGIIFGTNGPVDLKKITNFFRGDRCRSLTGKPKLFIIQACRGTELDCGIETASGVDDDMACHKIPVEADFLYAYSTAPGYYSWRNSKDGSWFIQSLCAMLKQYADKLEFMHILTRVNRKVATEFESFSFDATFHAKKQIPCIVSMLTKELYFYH
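material = Procaspase-3 D3A mutant | probe or stimulus = Ac-DEVD-pNA | compound = single dose, 8.5 µM nominal compound, 0.8% DMSO | timing = 1 h preincubation, 2 h reaction | measured by = 405 nm absorbance of p-nitroaniline, reads at 0 and 120 min | benchmarks = DMSO-only low control, 5 µM PC-3 D3A high control | repeats = singlicate, each compound tested once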
proCasp7 act = counter-screen for procaspase-3 activators: activators of human procaspase-7 | activation, % at 8.5 µM | AID 463210 | 330,000 tested, 0.093% active | recombinant procaspase-7, Ac-DEVD-pNA absorbance 405 nm; D23A/D198A/D206A triple mutant, cannot self-cleave; scale: DMSO 0, 5 µM enzyme 100;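 active = percent activation above the screen-wide mean plus 3 SD, cut at about 25% in these data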
Target sequence (P55210 whole entry D23A/D198A/D206A): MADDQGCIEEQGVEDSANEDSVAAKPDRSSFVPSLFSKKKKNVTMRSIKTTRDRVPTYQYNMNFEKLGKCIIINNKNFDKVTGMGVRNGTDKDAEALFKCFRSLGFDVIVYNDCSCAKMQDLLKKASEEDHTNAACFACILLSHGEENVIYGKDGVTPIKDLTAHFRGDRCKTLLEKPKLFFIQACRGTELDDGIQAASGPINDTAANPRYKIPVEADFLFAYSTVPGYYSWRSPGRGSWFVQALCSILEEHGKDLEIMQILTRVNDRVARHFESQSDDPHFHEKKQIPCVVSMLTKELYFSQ
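System: Procaspase-7 triple mutant (PC-7 D3A); measure: % activation from two-timepoint absorbance difference, scaled to controls; times: 1 h compound preincubation, 2 h substrate cleavage, 25 °C; also added: Ac-DEVD-pNA substrate, 400 µM as added; measured by: Epi-absorbance of released pNA at 405 nm, two timepoints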
Numbers without * were called inactive; u = inconclusive; x = not tested or not shown.

Values run as follows: JMJD2C inh	LAP4-GFP MLPCN	AHR activator	RPL19A TOR yeast	Yeast superoxide	MEP2 TOR yeast	proCasp3 act	proCasp7 act
Cn1c(CCN2CCCCC2)nc2cc(NC(=O)COc3ccccc3)ccc21
 : 1	93	-4	93	92	91	5	-5
CCOC(=O)[C@H]1[C@H]2COc3ccc(Cl)cc3[C@@H]2N2C(=O)CN(Cc3ccc(OC)cc3)C(=O)[C@@]12C
 : 3	90	1	92	94	87	3	9
CC(O)c1nc2ccccc2n1CCCc1ccccc1 (stereo unspecified)
 : 28	85	-1	92	105	102	2	1
CC[C@@H]1C=C(C(=O)O)[C@H](c2ccc(C#N)cc2)N1S(=O)(=O)c1ccc(C)cc1
 : x	112	1	105	113	102	5	-2
OCC1CCCCN1C(=S)NCc1ccco1 (stereo unspecified)
 : -15	106	2	104	102	107	2	-3
Cc1ccccc1C(=O)NC1CCN(CC(=O)NCc2ccc(F)cc2)CC1
 : -1	108	1	100	95	103	4	8
COc1cc(-c2ccc3c(=O)c4ccccc4n(C)c3c2)cc(OC)c1OC
 : -3	148	-1	87	96	86	3	1
COc1ccccc1-c1cc(-c2ccc(C)cc2)nc(SCc2nnc(-c3ccccc3)o2)c1C#N
 : -2	100	-1	101	111	101	-2	-8
Cc1cccc(-c2nsc(SCC(=O)Nc3cc(C)on3)n2)c1
 : 19	96	7	105	88	106	0	0
COc1cc(-c2nc3ccc4ccccc4c3c3c2CCC3)cc(OC)c1OC
 : 35	101	12	96	105	96	9	11
COc1ccc(C(CNC(=O)COc2cccc(C(F)(F)F)c2)N2CCCC2)cc1 (stereo unspecified)
 : -3	96	0	94	79	95	1	0
Cc1ccc(-n2ncc3c(NCc4ccco4)ncnc32)cc1C
 : 21	u	-5	u	106	u	5	3
O=C(CSc1nnc(-c2ccc(F)cc2)o1)Nc1ccc(S(=O)(=O)N2CCCC2)cc1
 : -9	100	2	97	87	101	1	10
CC1CN(C(=O)CSc2nc(-c3ccccc3)cs2)CC(C)O1 (stereo unspecified)
 : 1	98	-2	96	86	100	-6	13
Cc1nc(NC(=S)NC(=O)c2cccs2)ccc1Br
 : 0	107	71*	99	92	101	3	0
CC(=O)N(Cc1ccc2c(c1)OCO2)C1CC(=O)N(CCc2ccccc2)C1=O (stereo unspecified)
 : 1	103	-1	104	104	106	-4	-4
CCn1nnc(-c2ccccc2NS(=O)(=O)c2ccc(S(=O)(=O)N(C)C3CCCCC3)cc2)n1
 : -6	123	-1	105	124	112	-13	-5
CCN(CC)S(=O)(=O)c1ccc(N2CCOCC2)c(NC(=O)COc2ccc(OC)cc2)c1
 : 5	99	-2	100	96	99	3	11
CS/C(=N\S(=O)(=O)c1cccs1)NC(=O)CSc1nc2ccccc2s1
 : 5	85	22	93	93	92	-10	-19
COc1cc(OC)cc(-c2c(-c3cccs3)c3cc(-c4cnc(OC)nc4)ccc3n2C)c1
 : -4	86	-3	98	68	97	0	7
Cc1cc(C)nc(Sc2ccc3nnnn3n2)n1
 : 1	99	4	93	90	95	8	5
Nc1c(N(CCO)C(=O)COc2ccc(Cl)cc2)c(=O)[nH]c(=O)n1Cc1ccccc1
 : -10	88	4	104	99	101	-1	13
Cc1cc(C(=O)Cn2nnc(-c3ccc(Cl)cc3)n2)c(C)n1CC1CCCO1 (stereo unspecified)
 : 5	104	1	90	105	100	-2	-2
C/C(=N\Nc1ccc(Cl)c(C(=O)O)c1)c1ccc(N2CCOCC2)cc1
 : 3	92	5	100	100	107	-12	-9
C=C(C)COc1ccc(-c2[nH]ncc2-c2ccc(OC)cc2)c(O)c1
 : -22	106	13	99	117	103	1	3
CCc1cccc(OCCCCN(CC)CC)c1
 : 1	103	7	102	94	103	0	2
COc1ccccc1-n1c(CNC(=O)c2ccc(S(=O)(=O)N3CCCCC3)cc2)n[nH]c1=S
 : 6	84	3	99	108	96	-7	-10
Cc1ccc(C)c(Cn2nnc3c(=O)[nH]c(C4CCN(C(=O)c5ccco5)CC4)nc32)c1
 : -29	85	-1	102	96	101	-4	-5
C=CCn1c(SCC(=O)c2c(N)n(C)c(=O)n(C)c2=O)nnc1-c1ccccc1F
 : -27	100	-1	99	94	100	-1	5
O=C(c1ccc2c(c1)N(Cc1ccc(F)cc1)C(=O)CS2)N1CCOCC1
 : -4	104	0	104	98	105	3	-11

Entries of single compounds, quoted from the list. Screens in order: JMJD2C inh | LAP4-GFP MLPCN | AHR activator | RPL19A TOR yeast | Yeast superoxide | MEP2 TOR yeast | proCasp3 act | proCasp7 act
`CCc1cccc(OCCCCN(CC)CC)c1` across the screens: 1 | 103 | 7 | 102 | 94 | 103 | 0 | 2
`CCN(CC)S(=O)(=O)c1ccc(N2CCOCC2)c(NC(=O)COc2ccc(OC)cc2)c1` across the screens: 5 | 99 | -2 | 100 | 96 | 99 | 3 | 11

The list continues.
Values run as follows: JMJD2C inh	LAP4-GFP MLPCN	AHR activator	RPL19A TOR yeast	Yeast superoxide	MEP2 TOR yeast	proCasp3 act	proCasp7 act
Cc1ccc(NC(=O)[C@@H]2CCC(=O)N2C2OC(=O)c3ccccc32)cc1Cl (stereo partly specified)
 : 29	99	1	99	89	107	3	-6
Cn1cc(C(=O)N/N=C/C2=C(N3CCOCC3)C(=C/c3ccc([N+](=O)[O-])cc3)/CC2)ccc1=O
 : 3	104	0	93	101	105	4	-6
Cc1ccc(S(=O)(=O)N2[C@@H](c3ccc(Br)cc3)C(C(=O)O)=C[C@H]2C(C)(C)C)cc1
 : 5	84	-1	87	101	86	10	5
COc1ccc(CNC(=O)C2CCCN(S(=O)(=O)c3c(C)noc3/C=C/N(C)C)C2)cc1 (stereo unspecified)
 : 3	92	-3	103	102	105	2	8
COc1cc(/C=C(\C#N)c2nc3ccccc3o2)ccc1O
 : 2	117	15	107	145	110	-19	-22
O=C(/C=C/c1ccc2c(c1)OCO2)NC1CCCC1
 : -10	86	11	101	97	102	-1	8
CCN=C(Nc1cccc(F)c1)SC1CC(=O)N(c2ccc(OC)cc2)C1=O (stereo unspecified)
 : -1	108	23	100	110	100	-18	-10
Cc1nc(SCC(=O)N2CCOCC2)c2c(C)c(C)sc2n1
 : -9	101	6	95	109	97	0	-2
O=C(Nc1ccc(F)cc1)C(c1ccccc1)N1CCN(CC(=O)N2CCOCC2)CC1 (stereo unspecified)
 : 3	104	2	106	117	107	4	-1
Cn1cccc1C(=O)OCC(=O)Nc1ccc2c(c1)OCO2
 : 5	115	9	99	88	118	-2	4
Cn1c(C(=O)NC2CC2)cc2c(=O)n(C)c3ccccc3c21
 : 1	107	46	106	95	111	-4	-3
CCN(CC)CCNC(=O)c1ccc(NC(=O)c2c(F)cccc2Cl)cc1
 : 38	98	7	96	103	106	-1	2
CN(Cc1ccco1)C(=O)c1cc2c(s1)-c1ccc(Cl)cc1S(=O)(=O)C2
 : -5	105	8	98	85	98	9	-1
Cc1ccc(Nc2nc(C(=O)NCC3CCCO3)cs2)cc1 (stereo unspecified)
 : u	99	27	110	92	110	6	6
CC(C)OC(=O)c1cccc(C(=O)OCc2ccco2)n1
 : -2	99	2	101	100	99	-3	-2

Part of the list above, limited to MEP2 TOR yeast, proCasp3 act and Yeast superoxide.
| structure | MEP2 TOR yeast | proCasp3 act | Yeast superoxide |
| --- | --- | --- | --- |
| Cc1ccc(C)c(Cn2nnc3c(=O)[nH]c(C4CCN(C(=O)c5ccco5)CC4)nc32)c1 | 101 | -4 | 96 |
| C=CCn1c(SCC(=O)c2c(N)n(C)c(=O)n(C)c2=O)nnc1-c1ccccc1F | 100 | -1 | 94 |
| O=C(c1ccc2c(c1)N(Cc1ccc(F)cc1)C(=O)CS2)N1CCOCC1 | 105 | 3 | 98 |

Continuation.
Values run as follows: JMJD2C inh	LAP4-GFP MLPCN	AHR activator	RPL19A TOR yeast	Yeast superoxide	MEP2 TOR yeast	proCasp3 act	proCasp7 act
CCC(C)N(C(=O)COC(=O)CN=C1NS(=O)(=O)c2ccccc21)C1CCS(=O)(=O)C1 (stereo unspecified)
 : x	111	0	104	94	108	-5	9
Cc1nc2nc(C)c(NS(=O)(=O)c3ccc(C(C)(C)C)cc3)c(=O)n2[nH]1
 : -11	85	-1	95	90	101	2	-11
O=C(Oc1cccnc1)c1ccc(Cl)cc1
 : 4	109	1	98	105	104	0	1
COC(=O)c1[nH]c2ccc(C)cc2c1NC(=O)CN1CCN(c2ccc(F)cc2)CC1
 : -4	76	21	85	104	86	-1	20
CCOC(=O)c1oc2ccc(Cl)cc2c1NC(C)=O
 : 0	u	0	u	97	u	5	2
CCc1ccccc1NC(=O)CN1CCN(C(=O)CNC(=O)c2ccc(N3CCCC3=O)cc2)CC1
 : 7	92	1	96	86	97	7	1
Cc1cc(C)c(-c2csc(Cc3nc(-c4cc5ccccc5oc4=O)cs3)n2)cc1C
 : 9	110	5	113	107	112	-2	-3
COc1ccc(-c2nc(=S)[nH][nH]2)cc1
 : -1	93	29	96	109	95	-4	-13
C#CC[N+]1(CC#Cc2ccc(C#CC[N+]3(CC#C)CCOCC3)cc2)CCOCC1
 : 30	105	2	100	100	107	2	6
O=C(COC(=O)c1ccccn1)Nc1ccc(S(=O)(=O)N2CCOCC2)cc1
 : -1	95	-1	98	91	98	2	-1
CNC(=O)c1cnc(-c2ccccc2)nc1-c1ccccc1
 : 10	94	1	103	105	107	4	8
CC(C)CN1CCNC(=O)C1CC(=O)N(C)CC1CCOCC1 (stereo unspecified)
 : x	104	23	107	103	103	-3	-2
Cc1onc(-c2c(Cl)cccc2Cl)c1NC(=O)NNc1c(Cl)cncc1Cl
 : -7	131	2	90	94	205*	2	12
COc1ccc(CCNC(=O)c2ccc(Cl)cc2Cl)cc1
 : 6	106	-4	96	100	96	-1	-11
CCOC(=O)c1ccccc1NC(=O)COc1ccccc1
 : -5	100	4	93	108	96	10	1
CN(C)CCCN(C(=O)COc1ccc(Cl)cc1)c1nc2c(F)cccc2s1
 : 1	102	7	99	78	99	6	3

Looked up by compound from above, 6 records:
Values run as follows: JMJD2C inh	LAP4-GFP MLPCN	AHR activator	RPL19A TOR yeast	Yeast superoxide	MEP2 TOR yeast	proCasp3 act	proCasp7 act
CCOC(=O)c1oc2ccc(Cl)cc2c1NC(C)=O
 : 0	u	0	u	97	u	5	2
COC(=O)c1[nH]c2ccc(C)cc2c1NC(=O)CN1CCN(c2ccc(F)cc2)CC1
 : -4	76	21	85	104	86	-1	20
COc1ccc(-c2nc(=S)[nH][nH]2)cc1
 : -1	93	29	96	109	95	-4	-13
CN(C)CCCN(C(=O)COc1ccc(Cl)cc1)c1nc2c(F)cccc2s1
 : 1	102	7	99	78	99	6	3
O=C(COC(=O)c1ccccn1)Nc1ccc(S(=O)(=O)N2CCOCC2)cc1
 : -1	95	-1	98	91	98	2	-1
Cc1cc(C)c(-c2csc(Cc3nc(-c4cc5ccccc5oc4=O)cs3)n2)cc1C
 : 9	110	5	113	107	112	-2	-3

Screening results from PubChem.
